DT40 TDP1 no CPT = qHTS for Inhibitors of human tyrosyl-DNA phosphodiesterase 1 (TDP1): qHTS in cells in absence of CPT; DT40 Tdp1-/- hTDP1 cells, no CPT, ATP luminescence, 48 h; Potency, µM (highest dose often 46.2 µM), for inactives: at the top dose activity change, negative = growth inhibition, hits mostly inhibitors; actives 15% (n = 420,000); note: nearly all actives have a fitted effect of over 55% in size
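DT40 Tdp1-/-;hTDP1 cells, no CPT (DMSO vehicle only), 400 cells/well; compounds pin-transferred; ≥48 hr, 37 °C; CellTiter-Glo 30 min RT dark, luminescence read.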
KAT2A inh = GCN5L2 (KAT2A) acetyltransferase inhibition; Potency, µM (doses to about 58.9 µM), for the others: top-dose activity change, negative = inhibition, usual class: inhibitors; Q92830; GCN5L2 HAT assay, ThioGlo1 CoA-SH fluorescence; actives 0.21% (n = 390,000); AID 504327
Target sequence (Q92830 whole entry, looked up): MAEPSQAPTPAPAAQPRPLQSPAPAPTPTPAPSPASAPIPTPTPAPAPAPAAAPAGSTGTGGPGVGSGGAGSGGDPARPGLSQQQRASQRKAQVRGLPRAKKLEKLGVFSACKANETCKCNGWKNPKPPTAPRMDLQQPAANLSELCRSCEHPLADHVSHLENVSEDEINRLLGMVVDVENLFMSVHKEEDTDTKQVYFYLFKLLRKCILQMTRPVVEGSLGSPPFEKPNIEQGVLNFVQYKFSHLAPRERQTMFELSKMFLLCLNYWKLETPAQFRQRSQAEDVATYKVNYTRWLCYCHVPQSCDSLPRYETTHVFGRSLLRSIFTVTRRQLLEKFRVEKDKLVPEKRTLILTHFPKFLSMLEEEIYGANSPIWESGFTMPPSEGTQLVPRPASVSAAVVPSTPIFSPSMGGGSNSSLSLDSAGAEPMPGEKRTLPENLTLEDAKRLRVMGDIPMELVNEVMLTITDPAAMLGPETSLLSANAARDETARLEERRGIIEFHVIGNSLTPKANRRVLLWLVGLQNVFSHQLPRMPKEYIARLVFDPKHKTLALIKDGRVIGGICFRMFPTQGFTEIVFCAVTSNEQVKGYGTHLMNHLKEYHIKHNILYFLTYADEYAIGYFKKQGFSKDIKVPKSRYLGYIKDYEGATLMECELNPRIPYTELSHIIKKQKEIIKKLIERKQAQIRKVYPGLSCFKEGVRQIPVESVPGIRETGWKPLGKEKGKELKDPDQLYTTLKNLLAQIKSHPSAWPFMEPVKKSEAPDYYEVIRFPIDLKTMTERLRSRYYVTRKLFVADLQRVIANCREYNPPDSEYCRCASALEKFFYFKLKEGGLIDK
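Preincubate 20nM GCN5L2 with compound 15 min, RT → add 50uM ThioGlo1 + 75uM H3(1-25) + 70uM acetyl-CoA → read fluorescence 0 and 20 min. Primary qHTS; fluorescent artifacts likely.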
DT40 TDP1 CPT = DT40-hTDP1 cell growth loss with CPT. chicken DT40 Tdp1-/-;hTDP1 cells + 20 nM CPT, ATP luminescence, 48 h. Potency, µM (titrated, usually from 46.2 µM), for inactives: at the top dose activity change, negative = growth inhibition, hits mostly inhibitors. actives 12% (n = 420,000). AID 686979; note: nearly all actives have a fitted effect of over 55% in size
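Chicken DT40 Tdp1-/- cells complemented with human TDP1, 400 cells/well, exposed to compounds plus 20 nM camptothecin for at least 48 h at 37 C; viability read as ATP content by CellTiter-Glo luminescence.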
* marks the source's active call; other numbers are inactive results; ? = inconclusive; . = not tested or not shown; & = joins results of further samples; [ ] = dose if it differs, or a comment. Calls come from the whole dose curve; as a rule, active = well fitted curve in the direction sought with a large enough effect; inconclusive = small, poorly fitted or top-dose-only effect, or another doubt; inactive = no such curve, though single readings can be large; an effect the other way counts as inactive or inconclusive. % is set by controls: 0 for no effect and ±100 for the full control effect; potency is the fitted concentration of half-maximal effect. This is a subset; count on the stated rates, not on these rows.

structure	DT40 TDP1 no CPT	KAT2A inh	DT40 TDP1 CPT
CC1CCCN(C(C(=O)Nc2ccc3c(c2)OCO3)c2ccccc2)C1 (centres undefined)	16.4µM*	-7.8%	14.6µM*
CSCCC1NC(=O)N(CC(=O)Nc2ccc3c(c2)OCCO3)C1=O (centres undefined)	-0.3%	-4.3%	-1.4%
O=C(CN(CC1CCCO1)C(=O)CCC(=O)Nc1ccccn1)NCC1CCCO1 (centres undefined)	-21.6%	-1.6%	4.2%
O=C(c1cnc(N2CCOCC2)c2ccccc12)N1CCN(c2ccccc2F)CC1	?	2.5%	?
O=C(C1CCN(S(=O)(=O)c2ccccc2)CC1)N1CCc2ccccc21	-22.1%	?	-25.3%
CN1CCN(NC(=O)Nc2cccc(Cl)c2Cl)CC1	-14.5%	-2.7%	3.1%
COc1ccc(CNc2nc(-c3ccc(OC)c(OC)c3)cc(C(F)(F)F)n2)cc1	?	-12.1%	?
O=C(NC(CO)Cc1ccc([N+](=O)[O-])cc1)C(Cl)Cl (centres undefined)	9.2µM*	-6.6%	16.4µM*
Cc1nnc(SCC2=C(C(=O)O)N3C(=O)C(NC(=O)c4cccc(F)c4F)C3SC2)s1 (centres undefined)	-3.2%	-9.3%	-6.4%
COc1cccc(NC(=O)CN(C)C(=O)c2cccc(S(=O)(=O)Nc3ccc(C)cc3)c2)c1	-2.6%	-2.3%	-25.6%
COc1ccc(N2CC(C(=O)N[C@@H](C)C(=O)NCc3ccccc3OC)CC2=O)cc1 (some centres undefined)	-1.8%	-16.2%	4.8%
O=C(COc1cccc(NC(=O)c2cccc([N+](=O)[O-])c2)c1)c1ccc(F)cc1	13µM*	-10.6%	?
COc1cc(C)c(S(=O)(=O)N2CCOCC2)cc1C(C)C	?	-2.3%	?
CC(=O)c1ccc(S(=O)(=O)NC2CC(=O)N(c3cccc(F)c3)C2)cc1 (centres undefined)	-29.7%	-9.7%	?
O=S(=O)(O)c1cc(I)c(O)c2ncccc12	21.1µM*	5.62µM*	21.1µM*

structure	DT40 TDP1 no CPT	KAT2A inh	DT40 TDP1 CPT
O=C(O)CSc1ncnc2c1oc1ccccc12	-2.7%	-3.2%	8.8%
Cc1cccc2cc(CN(CC3CCCO3)C(=O)c3cccc(F)c3)c(N(C)C)nc12 (centres undefined)	-5.1%	.	2.7%[9.04 µM]
CC1(C)CC(Cc2ccccc2C(F)(F)F)N(C(=O)OC(C)(C)C)C1 (centres undefined)	?	.	?
Cc1ccc(Cn2c(CN3CCOCC3)nc3c2c(=O)n(C)c(=O)n3C)cc1	-18.1%	-0.5%	-2.3%
O=C1CN(C(=O)NCCC(=O)NC2CCCCC2)c2ccccc2N1	8.2%	-25.0%	-2.9%
Nc1ccccc1NC(=O)NC(=O)c1ccccc1	6.1%	-11.0%	?
CCN(CC)S(=O)(=O)c1ccc(N2Cc3ccccc3C2=N)cc1	?	-0.2%	-3.4%
COc1ccc(CCNC(=O)COc2ncnc3ccccc23)cc1OC	14.2%	-2.8%	11.7%
O=C(CCSc1ccccc1)Nc1ccc(S(=O)(=O)Nc2ncccn2)cc1	-17.5%	-2.1%	0.8%
O=C(O)CC(c1ccc(F)cc1F)N1Cc2ccccc2C1=O (centres undefined)	14.6%	3.4%	35.2%[activator]
CCOC(=O)C(CCCCCCC(NC(C)=O)(C(=O)OCC)C(=O)OCC)(NC(C)=O)C(=O)OCC	-3.6%	0.6%	16.2%
CC(C)SCCCCOc1ccc2ccccc2c1	?	0.9%	-7.0%
COc1ccc(C(Nc2ccccn2)c2ccc3ccc(C)nc3c2O)cc1C (centres undefined)	?	-15.2%	?
Nc1ncc(S(=O)(=O)NCc2ccccc2F)cn1	0.5%	0.3%	-2.7%
CCCCOc1cc(C[C@@H]2CNC(=O)N2)ccc1OC	1.7%	.	0.2%

structure	DT40 TDP1 no CPT	KAT2A inh	DT40 TDP1 CPT
O=C(CN1C(=O)S/C(=C\c2ccccn2)C1=O)Nc1ccccc1	-0.9%	-4.6%	-16.7%
Cc1ccc(OC(C)C(=O)N=Nc2c(O)[nH]c3ccc([N+](=O)[O-])cc23)cc1 (centres undefined)	?	-14.7%	?
C[C@H](CO)N1C[C@H](C)[C@H](CN(C)Cc2ccc(C(=O)O)cc2)OCc2ccccc2-c2c(n(C)c3ccccc23)C1=O	?	.	-26.5%
Cc1cccc(C(C)C)c1NC(=O)C1CCN(S(=O)(=O)c2ccccc2)CC1	-5.0%	-0.9%	-21.9%
CC(C)CCn1cnc2c1c(=O)n(CC(=O)NC(N)=O)c(=O)n2Cc1ccccc1	5.9%	-2.1%	-21.6%
CC1=C(C(=O)N(C(C)C)C(C)C)CC(CC(=O)NC2CC2)C(=O)N1Cc1ccc(C(C)(C)C)cc1 (centres undefined)	29.1µM*	.	?
Cc1cc(C)n(CC(=O)NNC(=O)c2ccc(NC(=O)CC#N)cc2)n1	13.2%	-1.6%	-0.3%
Cc1ccc(C(=O)COC(=O)CCC(=O)Nc2ccc(Oc3ccccc3)cc2)cc1	?	-3.5%	?
CC(C)CC(N)c1csc(Nc2cc(Oc3ccccc3)ncn2)n1 (centres undefined)	20.6µM*	.	23.1µM*
CC(=O)c1c(C)[nH]c(C(=O)OC2CCCCC2=O)c1C (centres undefined)	-16.2%	-3.2%	0.1%
Cc1cccc(NC(=O)CN(C)C(=O)c2ccc3ccccc3n2)c1C	-17.5%	-3.5%	-3.5%
O=C1NC2(CCCCCC2)C(=O)N1Cc1ccccc1F	2.8%	-12.5%	-3.5%
Cc1ccc(CSc2nnc(SCC(=O)N/N=C/c3ccccc3OCC(=O)O)s2)cc1	?	-10.7%	?
CNCCCCOc1ccccc1Cc1ccccc1	8.41µM*	-6.6%&0.6%	7.5µM*
CCOc1ccc2nc(NC(=O)c3ccc(OC)c(S(=O)(=O)N4CCOCC4)c3)sc2c1	?	0.0%	?

Retrieved one by one from above:
structure	DT40 TDP1 no CPT	KAT2A inh	DT40 TDP1 CPT
C[C@H](CO)N1C[C@H](C)[C@H](CN(C)Cc2ccc(C(=O)O)cc2)OCc2ccccc2-c2c(n(C)c3ccccc23)C1=O	?	.	-26.5%
CC(C)CCn1cnc2c1c(=O)n(CC(=O)NC(N)=O)c(=O)n2Cc1ccccc1	5.9%	-2.1%	-21.6%
CC(=O)c1c(C)[nH]c(C(=O)OC2CCCCC2=O)c1C (centres undefined)	-16.2%	-3.2%	0.1%

(list continues)
structure	DT40 TDP1 no CPT	KAT2A inh	DT40 TDP1 CPT
CS(=O)(=O)N(CC(=O)N1CCN(c2ccc(F)cc2)CC1)c1cccc(Cl)c1	?	3.0%	-0.6%
CC(=O)Nc1ccc(S(=O)(=O)N2CC(=O)NC(=O)C2)cc1	15.0%	-7.4%	9.8%
CCCCCOC(=O)c1ccc(NC(=O)c2cccc(NC(=O)c3ccccc3C(=O)O)c2)cc1	0.6%	-2.6%	3.7%
Cc1ccc2c(c1)nnn2C1CCN(C(=O)c2ccccc2F)CC1	-22.7%	-13.0%	-4.4%
Fc1ccc(NC(=S)N2CCOCC2)cc1Cl	11.6%	-3.4%	-15.1%
CC(NC(=O)c1nn(C)c(=O)c2ccccc12)c1ccccc1 (centres undefined)	?	0.9%	?
O=C(c1cccs1)N1C[C@@H](O)[C@H](n2cc(C3CC3)nn2)C[C@@H]1c1ccccc1	?	.	-11.8%
CC1(C)CC(=O)C2=C(C1)NC(Nc1nc3ccccc3o1)=NC21CCCCC1	23.1µM*	-4.3%	?
O=C1CCC/C1=c1\s/c(=C\c2cccnc2)c(=O)n1-c1ccccc1	16.4µM*	-6.2%	?
COc1ccc(Cl)cc1NC(=O)c1ccc(CN2C(=O)CCn3nc(C)cc32)cc1	?	0.9%	?
COc1ccc(Cc2nnc(SCC(=O)Nc3ccc(N4CCOCC4)cc3)o2)cc1	-8.8%	1.0%	-13.5%
CCOc1ccc2nc(NC(=O)CN3CCN(CC)CC3)sc2c1	?	-5.6%	0.7%
CC(=O)NCCc1nc2cc(NC(=O)c3cccs3)ccc2n1C	1.9%	-0.4%	8.1%
COC(=O)c1cnc(Nc2cccc(C(F)(F)F)c2)c([N+](=O)[O-])c1	-10.8%	0.5%	-3.1%
COc1ccc(-c2nc3ccc(Cl)cn3c2Cc2cccc(F)c2)cc1OC	20.6µM*	.	23.1µM*

structure	DT40 TDP1 no CPT	KAT2A inh	DT40 TDP1 CPT
COc1cccc(CNC(=O)C2CCCN(c3ncnc4onc(-c5ccc(F)cc5)c34)C2)c1 (centres undefined)	?	-3.9%	?
COCCCNS(=O)(=O)c1ccccc1	2.5%	-0.4%	-3.3%
COc1ccccc1C/C(N)=N/OC(=O)c1cccc([N+](=O)[O-])c1C	?	-3.6%	?
COc1ccc(-c2nnc(SC(C)C(=O)Nc3cccc(Cl)c3)o2)cc1 (centres undefined)	?	-6.8%	-26.3%
CCOc1ccccc1NS(=O)(=O)c1ccc2oc(=O)ccc2c1	?	0.0%	9.4%
Cc1cccc(C(=O)NCC(=O)OCC(=O)N2CCCCC2)c1	-19.3%	14.8%	3.8%
O=c1[nH]c2cc3c(cc2cc1CN(CCCO)C(=S)NCc1ccco1)OCO3	?	0.0%	-5.3%
COc1ccc(C(=O)Nc2cc3c4c(c2)C(C)C(=O)N4CCC3)c(OC)c1 (centres undefined)	?	-2.8%	?
Cc1cc(OC(=O)c2ccc(S(=O)(=O)N3CCCC3)cc2)c([N+](=O)[O-])c(=O)[nH]1	-8.2%	0.8%	-3.1%
CN(c1ccccc1C(=O)Nc1ccc2c(c1)OCO2)S(C)(=O)=O	-13.1%	-7.2%	-14.4%
O=C(NC1CCCCC1)N1CCN(C2CCCCC2)CC1	-10.8%	3.1%	?
CCCOC(=O)c1ccc(NC(=O)c2cccc(S(=O)(=O)N3CCN(C(C)=O)CC3)c2)cc1	16.4µM*	-1.1%	?
CC1CN(C(=O)c2ccccc2C(=O)c2ncc[nH]2)CC(C)O1 (centres undefined)	1.5%	-3.0%	2.2%
Nc1nc2n(n1)C(c1ccco1)CC(c1ccc(Cl)cc1)N2 (centres undefined)	-18.9%	-3.4%	-17.5%
COc1ccc(-c2csc(C(O)c3ccc(F)c(OC)c3)n2)cn1 (centres undefined)	23.1µM*	.	16.4µM*

structure	DT40 TDP1 no CPT	KAT2A inh	DT40 TDP1 CPT
Cc1cc(SCC(=O)c2ccccc2)nc(SCC(=O)c2ccccc2)n1	?	-12.2%	?
COC(=O)[C@H](C)NC(=O)NC1CCCc2ccccc21 (some centres undefined)	?	4.0%	-15.9%
CCc1ccc2nc(NC(=O)c3ccc(N4C(=O)CCC4=O)cc3)sc2c1	-11.4%	4.1%	-26.9%
CCc1cccc(CC)c1NC(=O)CCCSc1nc2ccccc2s1	?	-2.4%	?
COc1ccc(-c2ccc(=O)n(CC(=O)NC3CCc4ccccc43)n2)cc1OC (centres undefined)	4.7%	0.7%	-3.1%
COC(CNC(=O)C1CCCN(S(=O)(=O)c2ccc3c(c2)oc(=O)n3C)C1)OC (centres undefined)	12.3%	2.1%	9.8%
CC1CCC(NC(=O)c2ccc3c(c2)OCO3)CC1 (centres undefined)	-3.1%	-4.6%	?
COC(=O)c1scc(-c2ccc(C)cc2)c1S(=O)(=O)N1CCN(c2ccc(C(C)=O)cc2)CC1	?	-14.8%	23.1µM*
Cc1cccc2c1cnn2C(=O)CCC(=O)NCc1ccc(F)cc1	-0.4%	-0.1%	-15.7%
COc1ccccc1NC(=O)C1CCN(C(=O)c2ccco2)CC1	3.5%	-2.3%	30.0%
CCOC(=O)N1CCN(C(=O)Cn2nc(C)c3sc4ccccc4c3c2=O)CC1	?	-1.3%	?
Clc1ccc(C(c2ccccc2)N2CCN(c3ccccn3)CC2)cc1 (centres undefined)	18.4µM*	1.5%	?
Nc1nnc(SCC(=O)Nc2ccc(F)c(Cl)c2)n1-c1ccccc1	-27.1%	-7.9%	-15.0%
CNC(=O)c1cnc(-c2ccccc2)nc1-c1ccccc1	-1.2%	17.0%	4.9%
O=c1oc2ccccc2cc1-c1ccccc1	-15.4%	-7.8%	1.1%

structure	DT40 TDP1 no CPT	KAT2A inh	DT40 TDP1 CPT
Cc1nonc1OCCNCc1c(C(=O)N(C)C)nc2ccc(Cl)cn12	-20.6%	-4.6%	-6.8%
Cc1ccc(C)c(Cn2nc(-c3cc(C)ccc3C)ccc2=O)c1	20.6µM*	-20.2%&-7.5%	?
CC(Sc1cccc[n+]1[O-])C(=O)NC1CCCCC1C (centres undefined)	30.5%[activator]	1.9%	-3.0%
COc1cc2cc(OC(C)=O)c3cc4c(cc3c2c(OC)c1OC)OCO4	-1.8%	.	-5.8%
CC(C)CN(CC(C)C)CC(O)Cn1cc(/C=C/C(=O)c2ccccc2)c2ccccc21 (centres undefined)	4.61µM*	-10.5%	4.11µM*

Compound activity: PubChem BioAssay, National Center for Advancing Translational Sciences (NCATS)
